NPY2 pot ag = human NPY-Y2 potentiation or agonism, primary screen; activation, % at 3.6 µM; AID 1359; cells expressing NPY-Y2, potentiator/agonist read-out; P49146; actives 0.45% (n = 220,000); in the data active = activation above about 27%;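 note: cells stimulated with NPY near EC25 plus isoproterenol at EC100; 0% = vehicle plus submaximal agonist and 100% = vehicle plus saturating agonist; some results beyond the cut were filed as inactive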
Target sequence (P49146 whole entry, looked up): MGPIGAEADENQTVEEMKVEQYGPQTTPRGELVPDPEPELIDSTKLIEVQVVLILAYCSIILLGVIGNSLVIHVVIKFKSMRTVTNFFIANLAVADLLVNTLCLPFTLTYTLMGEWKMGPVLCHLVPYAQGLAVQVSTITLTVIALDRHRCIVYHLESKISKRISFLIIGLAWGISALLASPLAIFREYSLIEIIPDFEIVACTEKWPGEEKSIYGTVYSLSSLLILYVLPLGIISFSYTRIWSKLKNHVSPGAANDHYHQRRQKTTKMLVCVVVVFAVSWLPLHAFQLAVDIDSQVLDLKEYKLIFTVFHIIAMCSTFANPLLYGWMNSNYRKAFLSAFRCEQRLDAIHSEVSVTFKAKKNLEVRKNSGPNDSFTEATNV
NPY Y1 blocker = blocks the human neuropeptide Y Y1 receptor. actives 1% (n = 200,000). inhibition, % at 3.6 µM. HEK293-CNG Y1 cells, membrane potential fluorescence; NPY at EC95, then isoproterenol;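 active = inhibition above the campaign mean inhibition of all tested compounds plus 3 SD, cut at about 20% in these data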;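 note: 0% = DMSO wells given NPY plus isoproterenol and 100% = isoproterenol alone without NPY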
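Material: HEK293 Y1/CNG channel cell line; also added: NPY (25 nM), isoproterenol (1 µM), Ro 20-1724 (25 µM); doses: one concentration, 3.6 µM, in 0.4% DMSO; schedule: compound incubation 1 h at room temperature, readout 45 min post-stimulation; technique: membrane potential fluorescence; measure: fluorescence ratio normalized to % inhibition between controls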
CHOP inhibitor = blocks CHOP induction under ER stress. inhibition, % at 10 µM. AID 2732. CHO-K1 CHOP-promoter luciferase, tunicamycin-induced, 15-18 h. actives 3.8% (n = 220,000);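 active = compounds that reduced the stress-induced luciferase reporter signal by more than about 70% of percent inhibition, limit read from the data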;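 note: 0% = tunicamycin plus vehicle and 100% = wells without tunicamycin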
BaF3 tox = parental Ba/F3 viability inhibition as JAK2V617F counter-screen; CellTiter-Glo ATP luminescence; inhibition, % at 5.6 µM; actives 1.1% (n = 220,000); AID 1486;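 active = inhibition above a per-campaign cutoff, the mean inhibition of all tested compounds plus 3 SD, cut at about 27% in these data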;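 note: 0% = DMSO wells and 100% = JAK Inhibitor I control wells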
NPY1 pot ag = human NPY-Y1 potentiation or agonism, primary screen; AID 1304; P25929; activation, % at 3.6 µM; actives 0.37% (n = 220,000); NPY-Y1 expressing cells, potentiator/agonist activation; in the data active = activation above about 33%, passing the limit was not always enough;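 note: cells stimulated with NPY at EC10 then isoproterenol at EC100; 0% = low agonist plus stimulus and 100% = saturating agonist plus stimulus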
S1P4 ag = agonists of human S1P4 receptor; activation, % at 4.98 µM; actives 0.35% (n = 220,000); S1P4-expressing cell line, agonist reporter assay; O95977; in the data active = activation above about 11%;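 note: 0% = DMSO vehicle and 100% = reference agonist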
Target sequence (O95977 whole entry, looked up): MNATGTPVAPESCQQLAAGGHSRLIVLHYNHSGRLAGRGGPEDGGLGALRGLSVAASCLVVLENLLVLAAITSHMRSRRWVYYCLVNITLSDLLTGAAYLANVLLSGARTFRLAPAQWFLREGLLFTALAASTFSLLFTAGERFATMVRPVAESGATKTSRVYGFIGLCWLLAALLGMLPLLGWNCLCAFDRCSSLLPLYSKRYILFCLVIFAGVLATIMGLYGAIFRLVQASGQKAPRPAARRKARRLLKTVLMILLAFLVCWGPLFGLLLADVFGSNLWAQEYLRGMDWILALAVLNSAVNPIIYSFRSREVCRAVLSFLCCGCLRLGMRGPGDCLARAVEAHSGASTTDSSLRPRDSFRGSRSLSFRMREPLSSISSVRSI
Ba/F3 V617F tox = reduce viability of Ba/F3 cells dependent on JAK2V617F | Ba/F3 EpoR-JAK2V617F viability, ATP luminescence | inhibition, % at 5.6 µM | actives 1.1% (n = 220,000);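 active = inhibition above the campaign mean plus 3 SD over all tested compounds, cut at about 24% in these data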;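 note: cytokine-independent growth of Ba/F3 cells driven by EpoR plus mutant JAK2; 0% = DMSO-treated cells and 100% = JAK inhibitor I control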
NCF1 inh = blocks human p47phox regulatory protein of NADPH oxidases; P14598; p47phox/p22phox peptide binding, fluorescence polarization, 2 h; inhibition, % at 24.7 µM; actives 0.53% (n = 220,000);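 active = inhibition above about 30%, limit read from the data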;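 note: 0% = p47phox with labelled peptide and 100% = labelled peptide alone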
S1P4 antagonist = antagonists of human S1P4 receptor; AID 1510; O95977; actives 0.26% (n = 220,000); S1P4-expressing cells, antagonist mode, reporter read-out; inhibition, % at 4.98 µM; in the data active = inhibition above about 29%;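 note: 0% = wells stimulated with agonist and 100% = vehicle wells without agonist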
Active calls of the source: *; / = not tested or not shown.

SMILES	NPY2 pot ag	NPY Y1 blocker	CHOP inhibitor	BaF3 tox	NPY1 pot ag	S1P4 ag	Ba/F3 V617F tox	NCF1 inh	S1P4 antagonist
CCOC(=O)C(C)On1c(-c2ccccc2)nc2ccc([N+](=O)[O-])cc21 (stereo not given)	-16	2	6	6	-18	-3.0	3	-2	2
CC(=O)NNC(=O)CC(=O)Nc1nc(C23CC4CC(CC(C4)C2)C3)cs1	5	0	8	12	-12	-1.7	4	-2	7
Cc1cccc2cc(CN(CCN(C)C)C(=S)NCc3ccco3)c(=O)[nH]c12	3	6	1	-1	13	1.5	-5	-10	-18
Cc1cccc(N(CC(=O)N2CCCC2)S(=O)(=O)c2ccccc2)c1C	2	0	-6	6	9	1.0	3	-10	-5
CCOC(=O)c1ccc(NC(=O)COc2cc3oc(=O)c(CC(C)O)c(C)c3cc2Cl)cc1 (stereo not given)	-13	/	15	-7	-42	2.4	-1	-9	-18
C=CCNC(=O)NS(=O)(=O)c1ccc(C)cc1	-3	1	8	6	-8	1.4	4	-13	4
OCCNCC12CC3CC(CC(C3)C1)C2	-2	8	3	4	8	1.4	-3	-8	-7
COc1ccc(Cl)cc1-c1nc(SCC(=O)NC(C)(C)C)n[nH]1	-3	3	13	8	4	-0.4	3	4	4
CCC(C)NC(=O)c1ccc(-n2c(=S)[nH]c3ccccc3c2=O)cc1 (stereo not given)	3	6	2	8	14	1.0	1	-1	-11
COc1ccc(/C=N/c2c(-c3ccc(OC)cc3)nc3n2CCS3)cc1	3	-1	-33	1	-12	-0.7	0	-12	-23
Cc1ccccc1-c1nsc(SCC(=O)Nc2ccc3c(c2)OCO3)n1	1	2	26	-1	-4	2.3	-4	-17	-8
O=C(Cc1ccc2c(c1)OCCO2)N1CCN(S(=O)(=O)c2cccc(Cl)c2Cl)CC1	-6	2	-8	7	-23	-1.9	-2	2	-11

Next section (2 carried over from the part before).
SMILES	NPY2 pot ag	NPY Y1 blocker	CHOP inhibitor	BaF3 tox	NPY1 pot ag	S1P4 ag	Ba/F3 V617F tox	NCF1 inh	S1P4 antagonist
Cc1ccccc1-c1nsc(SCC(=O)Nc2ccc3c(c2)OCO3)n1	1	2	26	-1	-4	2.3	-4	-17	-8
O=C(Cc1ccc2c(c1)OCCO2)N1CCN(S(=O)(=O)c2cccc(Cl)c2Cl)CC1	-6	2	-8	7	-23	-1.9	-2	2	-11
COc1ccc2[nH]cc(S(=O)(=O)c3ccc(C)cc3)c2c1	1	5	-5	-1	4	-1.5	0	5	-8
CC(=O)OC1=C(C#N)Cn2ccc3cccc1c32	-10	2	-20	3	11	3.8	4	1	-9
CC(CN1CCCCC1)NC(=O)c1cc(-c2ccccn2)nc2ccc(Cl)cc12 (stereo not given)	-14	3	18	9	-6	-2.4	1	-7	21
COc1cc(C(=O)Nc2nccs2)c(Br)c(OC)c1OC	2	-9	0	0	-28	-0.9	-4	-25	-7
Nc1nnc(-c2ccc(Cl)c(Cl)c2)s1	4	5	7	-2	-13	1.6	-3	-4	5
S=C(c1ccc(N2CCCC2)c(Br)c1)N1CCCCC1	0	-1	-8	10	9	-0.1	1	-11	-10
Cc1oc(-c2ccccc2)cc1C(=O)Nc1ccccc1	-27	12	32	3	-9	1.4	0	-9	1
COc1ccc(N2CCN(C(=O)CNC(=O)Cn3c(C)cc4ccccc4c3=O)CC2)cc1	-6	4	33	6	-10	-0.9	4	2	-2
Cc1ccc(-c2c3c([nH]c(=S)c2C#N)CCCC3)o1	3	-3	14	5	8	0.6	2	-73	-4
COc1ccc(-c2c(N)n[nH]c2C)cc1OC	-13	8	20	5	3	2.4	-3	5	-18
COc1ccc(C(=O)C2CCCN(Cc3nc4ccccc4nc3C)C2)cc1OC (stereo not given)	-2	1	21	5	-16	1.1	2	-7	7
Cc1ccc(C)c(NS(=O)(=O)c2ccc(OCC(=O)NCc3cccnc3)cc2)c1	-12	0	9	2	-12	3.6	-3	-3	-12
O=C(CCC1CCCC1)N1CCN(C2CCCC2)CC1	-2	0	13	4	7	-1.2	-4	-12	-22
O=[N+]([O-])c1ccc2c(c1)C(N1CCOCC1)/C(=C/COc1ccc3ccccc3c1Br)O2 (stereo not given)	-25	16	48	2	-26	-0.3	4	-14	-7
COc1ccccc1-n1c(SCC(=O)N2CCCCC2)nnc1-c1ccccc1O	-7	-3	26	3	-1	0.6	4	-3	-10
COc1ccc(CN2CCN(S(=O)(=O)c3ccc(NC(C)=O)cc3)CC2)c(OC)c1OC	1	-3	-7	-1	-6	1.1	-1	5	-15
Cc1nnc(SCC(N)=O)n1CCc1ccccc1	0	-1	9	2	-4	1.5	-4	-9	1
Cc1ccc(S(=O)(=O)CC(O)COc2ccc(F)cc2Cl)c(C)c1 (stereo not given)	-5	2	-10	5	-22	-1.3	1	-2	-5
COc1ccc(F)cc1C(=O)C1CCCN(Cc2cnc(N3CCCC3)s2)C1 (stereo not given)	-1	4	18	2	-17	0.7	-1	4	-5
S=c1[nH]nc(COc2ccccc2)n1/N=C/C(Cl)=C/c1ccccc1	-14	-3	103*	5	-17	-0.1	0	-7	16
CCn1c(/N=C/c2c[nH]c3ccccc23)nc2ccccc21	-5	1	59	3	-30	1.8	2	-8	4
CC(=O)c1c(N2CCCCC2)nc(=S)n(Cc2ccccc2)c1C	2	10	-1	6	-5	1.5	2	0	8
O=C(C[n+]1cc(-c2ccccc2)n2c1CCC2)c1cccs1	3	1	-5	39*	-5	-0.3	26*	-7	3
COc1cccc2sc(N(CCN(C)C)C(=O)/C=C/c3cccs3)nc12	100*	-7	32	6	98*	-1.1	1	-9	10
CCC/C=N/NC(=O)c1[nH]c2c([N+](=O)[O-])cccc2c1C	1	7	28	2	22	1.1	-5	-21	-4
COc1ccc(CC(=O)Nc2ccc(-c3nnc(-c4ccc(C)cc4)o3)cc2)cc1	-3	1	84*	4	1	1.0	3	25	-1
CCOc1ccc(CSC2=NCCN2)cc1Cl	-1	-1	62	-1	-2	0.4	-4	-7	-9
Cc1cc(C)n2nc(SCC(=O)N(C)C)nc2n1	3	3	9	0	4	1.8	-3	-3	-10
COc1ccc(-c2csc(CCn3nc(C)cc3C)n2)cc1OC	-9	2	33	4	0	1.2	0	-12	-23
Fc1ccc(-c2nc3nc4ccccc4nc3n2Cc2ccco2)cc1	-29	4	-19	8	-26	-2.7	8	1	17
Cc1ccccc1-c1nc(CS(=O)(=O)CC(=O)N(C)C2CCCCC2)c(C)o1	5	0	65	-1	8	-0.4	-3	-6	-1
COc1ccc(Cl)cc1C(=O)NNC(=O)c1cccc(S(=O)(=O)N(C)C)c1	-4	2	21	6	-7	1.6	1	-5	-7
COc1ccc(OC)c(C(=O)COC(=O)c2cc(C)oc2C)c1	-5	7	21	8	-10	-3.0	1	-9	-4
Cc1ccc(-c2nnc(N3CCCCC3)c3ccccc23)cc1S(=O)(=O)N(C)C	-2	1	11	2	13	-1.6	-3	7	-9
O=C(c1cccc(C(F)(F)F)c1)C1CCCN(Cc2cccn2-c2ccccn2)C1 (stereo not given)	-39	59*	1	12	-60	-0.3	1	-1	-1
O=C(Nc1ccc(-c2nc3ccccc3[nH]2)cc1)c1ccc2c(c1)OCO2	0	-2	105*	10	-11	-0.2	-2	-3	-2
COc1ccc(CCc2nnc(CCC(=O)NCc3ccc4ncccc4c3)o2)cc1	-16	1	-21	2	1	-1.4	-2	-1	3
CCOc1ccc(S(=O)(=O)NCc2cccs2)cc1	4	11	7	5	-3	-0.3	1	-12	-4
O=C(Cc1cccs1)N/N=C\c1ccc(O)cc1	-3	-2	41	1	1	0.0	-1	4	4
C[C@@H]1NC(=O)c2cc([N+](=O)[O-])cc(I)c2NCCCC[C@@H](C(N)=O)NC(=O)[C@H](CCC(=O)O)NC1=O	8	-4	-7	9	-9	-0.9	0	-8	3
O=C(Nc1ccon1)c1cc2c(s1)CCCCCC2	3	-1	70	2	-10	2.2	-4	-11	-25
COc1ccc(OC)c(-n2nnnc2SCC(=O)Nc2ccc(C(=O)N3CCCCC3)cc2)c1	4	3	34	7	1	0.6	0	-9	-17
C#CCN(CC=C)C(=O)CCc1nnc(COc2ccccc2)o1	-13	3	-26	8	3	0.1	-1	2	-13
O=C(CN(Cc1ccco1)C(=O)c1cccc(Cl)c1)Nc1c(Cl)cc(Cl)cc1Cl	7	5	13	1	-31	1.2	1	-16	-11
CCN(CC)c1ccc(/C=N/N2CCN(c3ccccn3)CC2)cc1	-2	/	-6	3	-5	1.2	1	2	5
COc1cc(C(=O)OCC(=O)N2CCCC2)cc(OC)c1OC	6	-1	22	-1	-6	1.3	0	-1	-12
Cc1c(C(=O)NCc2ccc3c(c2)OCO3)oc2ccc(S(=O)(=O)N3CCCCCC3)cc12	-11	2	16	7	15	-1.8	2	1	-7
Cc1c(OCc2ccc(C(=O)O)cc2)ccc2c(-c3ccccc3)cc(=O)oc12	-5	/	13	0	22	1.2	-2	-47	-5
N#C/C(=C\Nc1ccc(F)c(Cl)c1)C(=O)C1CC1	-19	/	-20	-4	-2	-0.8	-2	0	3
Cc1ccnc(N2CCC(C(=O)NCc3ccc(F)cc3)CC2)n1	0	-1	7	3	19	1.3	-3	-9	-11
O=C(CNC(=O)c1cccs1)NCC(=O)OCc1cccc(Cl)c1	0	3	13	-1	18	0.9	-2	0	8
CC(=O)c1cc(CN2CCN(C3CCN(C(C)C)CC3)C(CCO)C2)cs1 (stereo not given)	-10	0	-14	9	4	1.5	5	-1	-3
O=C(CSc1nc(-c2cccs2)cc(C(F)(F)F)n1)NCCCN1CCOCC1	6	-1	-7	3	19	0.8	-3	-1	-1
CCCCC1(Cc2cccc([N+](=O)[O-])c2)C(=O)N(c2ccccc2)N(c2ccccc2)C1=O	7	4	45	1	21	-0.3	1	-9	-7
O=C(O)COc1cnc2ccccc2n1	8	1	4	3	4	-2.7	-1	-15	-12
O=C1C2C3c4ccccc4C(c4ccccc43)[C@@H]2c2nc3ccccc3n21 (stereo not given in full)	-44	19	-6	5	-32	-1.1	2	-6	-7
N#Cc1c(-c2ccccc2)nc(SCC(=O)Nc2ccccc2)[nH]c1=O	8	4	15	1	-22	3.3	-2	2	-1
CN(CCO)C(=O)c1ccc(-c2nn(C)c(=O)c3ccccc23)cc1	3	6	12	6	10	3.4	1	1	-7
O=C(CSc1nnc(-c2ccccc2F)n1CCc1ccccc1)Nc1ccc2[nH]c(=O)[nH]c2c1	-3	-1	33	7	-9	1.0	4	0	-10
Cc1nn(Cc2ccccc2)c(C)c1NC(=O)c1cc2nc(-c3ccco3)cc(C(F)(F)F)n2n1	-2	-2	57	6	4	0.8	0	2	7
O=C(NC(=S)Nc1ccc(Br)cn1)c1cncc(Br)c1	3	1	81*	0	-10	0.1	0	0	-9
NC(=O)c1ccc(Oc2ccc(Cl)c3ccccc23)c([N+](=O)[O-])c1	5	4	13	-1	-19	-0.9	-3	-6	-9
O=C1NN(c2ccc(Cl)c(Cl)c2)C(=O)/C1=C/c1cccc(OC(=O)c2cccs2)c1	-3	5	56	1	22	-1.0	-8	-20	-11

High-throughput results as filed in PubChem.
